Bioassay records from PubChem.
IEC-6 tox: counter-screen for KLF5 inhibitors: cytotoxicity in IEC-6 cells | inhibition, % at 5 µM | 290,000 tested, 0.78% active | IEC-6 cytotoxicity, luminescence viability; in the data active means inhibition above about 22%;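 further: 0% = plate median of test compound wells and 100% = cytotoxic reference compound wells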
KLF5 inh: suppresses KLF5 promoter-driven expression; DLD-1 KLF5 promoter-luciferase reporter, luminescence; inhibition, % at 5 µM; AID 1700; 290,000 tested, 0.23% active;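 active means inhibition above a per-plate limit of that plate's mean compound inhibition plus 3 SD, cut at about 60% in these data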;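 further: 0% = DMSO wells and 100% = LY294002 at 200 µM; higher means less KLF5 promoter-driven luciferase light; inactives centre near -14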
DYRK1A inh: blocks rat Dyrk1A kinase activity; Q63470; inhibition, % at 12.5 µM; ADP-Glo luminescence, NFATc1 peptide; 310,000 tested, 0.43% active; AID 504441; in the data active means inhibition above about 50%;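 further: plate controls were vehicle with enzyme for no effect and no enzyme for full effect; many of its hits are not listed in these tables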
aSyn UTR inh: 5' untranslated region of α-synuclein, MLPCN primary screen; inhibition, % (tested at 7.5 µM); alpha-synuclein 5'UTR reporter, inhibitor activity; 300,000 tested, 0.82% active; in the data active means inhibition above about 60%;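 further: H4 neuroglioblastoma cells stably carrying SNCA 5'UTR luciferase fusion; 0% = DMSO wells and 100% = positive control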
Platelet DG rel: modulates dense granule release in human platelets; 300,000 tested, 0.22% active; human platelet-rich plasma, SFLLRN dense granule ATP release, luminescence; inhibition, %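 (compounds screened at 7.5 µM in platelet-rich plasma)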;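 active means mean replicate score, as percent of positive control, at or above 50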
GSK3 alpha inh: inhibitors of human GSK-3 alpha kinase. P49840. 320,000 tested, 0.1% active. AID 2650. inhibition, % at 10 µM. ADP-Glo luminescence, 60 min;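 in the data active means inhibition above about 50%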;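 further: GST-tagged GSK-3 alpha with peptide substrate and 25 µM ATP; 0% = DMSO neutral wells and 100% = GW8510 positive control wells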
Target sequence (P49840 whole entry, looked up): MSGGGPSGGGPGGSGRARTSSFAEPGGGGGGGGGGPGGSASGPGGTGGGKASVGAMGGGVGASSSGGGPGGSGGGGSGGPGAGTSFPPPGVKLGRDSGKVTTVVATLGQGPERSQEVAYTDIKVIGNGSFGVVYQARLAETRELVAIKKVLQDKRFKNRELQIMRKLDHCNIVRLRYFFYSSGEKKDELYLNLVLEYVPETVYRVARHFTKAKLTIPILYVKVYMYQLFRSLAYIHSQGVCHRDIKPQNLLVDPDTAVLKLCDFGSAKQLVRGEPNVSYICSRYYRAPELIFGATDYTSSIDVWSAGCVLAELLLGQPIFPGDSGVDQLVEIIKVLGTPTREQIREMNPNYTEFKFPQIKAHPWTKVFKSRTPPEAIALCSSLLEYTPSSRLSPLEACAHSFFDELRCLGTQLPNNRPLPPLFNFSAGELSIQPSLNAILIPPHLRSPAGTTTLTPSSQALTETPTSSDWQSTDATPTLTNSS
HSF1 inh: HSF1 inhibition; 300,000 tested, 0.77% active; NIH3T3-HGL HSE-luciferase, MG132-induced, luminescence 8 h; hits give low values; activity change, negative = inhibition, % at 7.5 µM (by protocol);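 active means more than half of replicate wells show activity change below -50%, luminescence cut by over half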;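 further: luciferase reports HSF-1 transcriptional activity via heat shock element; 0% = median of DMSO wells and -100% = zero luminescence signal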
HSP90 refold inh: HSP90 refolding inhibition in rabbit reticulocyte lysate. AID 1789. inhibition, % at 5.6 µM. luciferase refolding luminescence, 3 h. 290,000 tested, 0.91% active;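 active means inhibition above the screen-wide mean plus 3 SD, computed separately per campaign, cut at about 16% in these data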;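 further: 0% = DMSO wells and 100% = 60 µM geldanamycin wells; inhibitors lower the luminescence because luciferase stays unfolded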
GSK3B inh: blocks human GSK3beta kinase activity; P49841; GST-GSK3beta kinase, ADP-Glo luminescence, 60 min; hits give low values; activity score (negative = inhibition), % at 10 µM; 300,000 tested, 0.038% active;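 active means more than half of replicate wells score below -50%, meaning over 50% inhibition versus plate controls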;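 further: 0% = median DMSO wells and -100% = median GW8510 positive control wells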
Target sequence (P49841 whole entry, looked up): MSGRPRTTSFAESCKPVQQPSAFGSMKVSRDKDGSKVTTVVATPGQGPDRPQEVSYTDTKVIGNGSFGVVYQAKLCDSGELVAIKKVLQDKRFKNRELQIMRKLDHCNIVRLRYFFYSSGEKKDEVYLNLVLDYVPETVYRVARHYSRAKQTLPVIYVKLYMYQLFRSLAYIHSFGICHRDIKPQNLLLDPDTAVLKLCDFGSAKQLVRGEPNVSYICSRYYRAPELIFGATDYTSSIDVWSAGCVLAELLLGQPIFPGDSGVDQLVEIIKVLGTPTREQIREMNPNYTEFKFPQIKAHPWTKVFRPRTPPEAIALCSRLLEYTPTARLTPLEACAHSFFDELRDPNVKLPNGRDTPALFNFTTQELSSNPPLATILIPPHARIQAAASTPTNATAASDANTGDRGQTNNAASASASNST
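Test system: GST-fused GSK3beta enzyme, cell-free | Quantity: 1.6 ng GST-GSK3beta enzyme per well | Reagent: 25 µM ATP with peptide substrate | Schedule: 60 min enzyme reaction, room temperature | Signal: Luminescent ADP-Glo measurement of ADP formed | Read-out basis: Score relative to plate controls | Control set: DMSO and 20 µM GW8510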
HSF1 activator: increases HSF-1 driven luciferase reporter signal; NIH3T3-HGL HSF-1 luciferase reporter, MG132, 8 h; 100% = twice DMSO control signal; activation, % at 9 µM; 300,000 tested, 1.7% active;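 active means mean replicate activation of at least 50% with a set share of replicates each reaching 50%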;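 further: 0% = median of the neutral control wells and 100% = twice that signal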
An asterisk follows results filed as active.

`COc1ccccc1NC(=O)CCN1C(=O)/C(=C\c2cc(OC)c(OC)c(OC)c2)SC1=S` gave IEC-6 tox -4, KLF5 inh -1, DYRK1A inh -2, aSyn UTR inh 0, Platelet DG rel 8, GSK3 alpha inh 3, HSF1 inh -2, HSP90 refold inh 2, GSK3B inh 2 and HSF1 activator -9.
For O=C(Nc1ccc2c(c1)CCCN2C(=O)c1cccs1)c1ccccc1 the results were IEC-6 tox 0, KLF5 inh -53, DYRK1A inh 6, aSyn UTR inh -24, Platelet DG rel 6, GSK3 alpha inh -1, HSF1 inh 19, HSP90 refold inh -3, GSK3B inh 4 and HSF1 activator 33.
CCN(CC)c1ccc(-c2nn3c(-c4ccccc4OC)nnc3s2)cc1 was read as IEC-6 tox 93*, KLF5 inh 80*, DYRK1A inh 2, aSyn UTR inh 83*, Platelet DG rel -7, GSK3 alpha inh 2, HSF1 inh -7, HSP90 refold inh 2, GSK3B inh 0 and HSF1 activator -26.
Screening CC(=O)NCCC(=O)Nc1nc(-c2cccs2)c(-c2cccs2)s1 returned IEC-6 tox -1, KLF5 inh -14, DYRK1A inh -10, aSyn UTR inh -14, Platelet DG rel 6, GSK3 alpha inh 2, HSF1 inh 133, HSP90 refold inh -9, GSK3B inh -3 and HSF1 activator 182*.
Screening Cc1ccc(C(=O)NCCc2cc3ccc(C)c(C)c3[nH]c2=O)cc1[N+](=O)[O-] returned IEC-6 tox 3, KLF5 inh -4, DYRK1A inh -5, aSyn UTR inh 19, Platelet DG rel 7, GSK3 alpha inh 0, HSF1 inh 2, HSP90 refold inh 3, GSK3B inh 2 and HSF1 activator 15.
CCS(=O)(=O)N1Cc2ccccc2CC1C(=O)Nc1nnc(C2CC2)s1 (centres undefined) was read as IEC-6 tox 0, KLF5 inh -6, DYRK1A inh 2, aSyn UTR inh -9, Platelet DG rel -6, GSK3 alpha inh 0, HSF1 inh -2, HSP90 refold inh -1, GSK3B inh -1 and HSF1 activator -6.
For COc1ccccc1OCC(=O)Nc1ccc(Cl)cc1 the results were IEC-6 tox 1, KLF5 inh -17, DYRK1A inh -5, aSyn UTR inh -54, Platelet DG rel 7, GSK3 alpha inh -2, HSF1 inh 18, HSP90 refold inh -1, GSK3B inh -1 and HSF1 activator 10.
C/C(=N/OCO/N=C(/C)c1ccc(F)cc1)c1ccc(F)cc1 was read as IEC-6 tox 5, KLF5 inh -10, DYRK1A inh 1, aSyn UTR inh -10, Platelet DG rel -3, GSK3 alpha inh -4, HSF1 inh -8, HSP90 refold inh 5, GSK3B inh 1 and HSF1 activator -3.
Cc1ccc2cc3c(NC(=O)c4ccco4)nn(C)c3nc2c1 was read as IEC-6 tox 4, KLF5 inh 12, DYRK1A inh 12, aSyn UTR inh -53, Platelet DG rel 16, GSK3 alpha inh 1, HSF1 inh -1, HSP90 refold inh -1, GSK3B inh 3 and HSF1 activator 12.
Screening Cc1ccc(C)c(N2CCN(C(=O)CCS(=O)(=O)c3ccc4c(c3)oc(=O)n4C)CC2)c1 returned IEC-6 tox 3, KLF5 inh -26, DYRK1A inh -1, aSyn UTR inh -8, Platelet DG rel 17, GSK3 alpha inh -2, HSF1 inh 2, HSP90 refold inh -4, GSK3B inh -25 and HSF1 activator -5.
`COC(=O)c1ccc(Cn2nc(-c3ccc(C)c(C)c3)ccc2=O)cc1` gave IEC-6 tox 6, KLF5 inh -36, DYRK1A inh 1, aSyn UTR inh -16, Platelet DG rel -3, GSK3 alpha inh -6, HSF1 inh 14, HSP90 refold inh 1, GSK3B inh -5 and HSF1 activator 31.
`O=C(CCCCl)NC(=S)Nc1ccc(CN2CCOCC2)cc1` gave IEC-6 tox 11, KLF5 inh -18, aSyn UTR inh -18, Platelet DG rel 1, GSK3 alpha inh 0, HSF1 inh -1, HSP90 refold inh 2, GSK3B inh 1 and HSF1 activator -3.

Of the compounds above, two have a thiophene ring, fused or not:
For O=C(Nc1ccc2c(c1)CCCN2C(=O)c1cccs1)c1ccccc1 the results were IEC-6 tox 0, KLF5 inh -53, DYRK1A inh 6, aSyn UTR inh -24, Platelet DG rel 6, GSK3 alpha inh -1, HSF1 inh 19, HSP90 refold inh -3, GSK3B inh 4 and HSF1 activator 33.
Screening CC(=O)NCCC(=O)Nc1nc(-c2cccs2)c(-c2cccs2)s1 returned IEC-6 tox -1, KLF5 inh -14, DYRK1A inh -10, aSyn UTR inh -14, Platelet DG rel 6, GSK3 alpha inh 2, HSF1 inh 133, HSP90 refold inh -9, GSK3B inh -3 and HSF1 activator 182*.

(list continues)
O=C(Cn1c(=O)oc2cc(S(=O)(=O)N3CCCC3)ccc21)NC1CCCc2ccccc21 (centres undefined) was read as IEC-6 tox 7, KLF5 inh -12, DYRK1A inh 16, aSyn UTR inh -4, Platelet DG rel 26, GSK3 alpha inh -3, HSF1 inh -8, HSP90 refold inh -2, GSK3B inh 2 and HSF1 activator 5.
For CCOc1ccc(C2c3cc(OC)c(OC)cc3CC(=O)N2c2ccccc2)cc1 (centres undefined) the results were IEC-6 tox 1, KLF5 inh -27, DYRK1A inh 3, aSyn UTR inh -19, Platelet DG rel 8, GSK3 alpha inh -1, HSF1 inh 4, HSP90 refold inh -1, GSK3B inh 0 and HSF1 activator 18.
`CCN(C(=O)Cn1cc(C(F)(F)F)ccc1=O)c1c(N)n(Cc2ccccc2)c(=O)[nH]c1=O` gave IEC-6 tox -7, KLF5 inh -9, aSyn UTR inh 10, Platelet DG rel -3, GSK3 alpha inh 1, HSF1 inh 0, HSP90 refold inh 5, GSK3B inh 0 and HSF1 activator 0.
Screening Cc1cnn(CCC(=O)NNC(=S)NCC(C)C)c1 returned IEC-6 tox -2, KLF5 inh -19, DYRK1A inh 0, aSyn UTR inh 20, Platelet DG rel 1, GSK3 alpha inh -2, HSF1 inh 6, HSP90 refold inh -5, GSK3B inh 0 and HSF1 activator -9.
`Cc1cc(OCCCCNC(C)C)cc(C(C)C)c1` gave IEC-6 tox -1, KLF5 inh 3, DYRK1A inh 7, aSyn UTR inh 40, Platelet DG rel -12, GSK3 alpha inh -1, HSF1 inh 2, HSP90 refold inh -6, GSK3B inh 1 and HSF1 activator 6.
For COc1ccc2c(c1)c(CC(=O)Nc1cccc(S(N)(=O)=O)c1)c(C)n2C(=O)c1ccc(Cl)cc1 the results were IEC-6 tox 5, KLF5 inh 20, DYRK1A inh -2, aSyn UTR inh 6, Platelet DG rel 28, GSK3 alpha inh 1, HSF1 inh 7, HSP90 refold inh 4, GSK3B inh 2 and HSF1 activator -8.
Screening CCNC(=O)c1sc(=S)n(CC)c1N returned IEC-6 tox 2, KLF5 inh -8, DYRK1A inh 7, aSyn UTR inh 6, Platelet DG rel -3, HSF1 inh 11, HSP90 refold inh -1, GSK3B inh -12 and HSF1 activator 9.
`CCCCC(=O)NC(=S)Nc1ccc(S(=O)(=O)N2CCCC2)cc1` gave IEC-6 tox -4, KLF5 inh -22, DYRK1A inh -7, aSyn UTR inh 11, Platelet DG rel -12, GSK3 alpha inh -2, HSF1 inh -2, HSP90 refold inh -2, GSK3B inh -1 and HSF1 activator -16.
Screening CN1CCN(c2ccccc2NC(=O)c2ccc(-c3ccc(Cl)cc3Cl)o2)CC1 returned IEC-6 tox -1, KLF5 inh -32, DYRK1A inh 8, aSyn UTR inh -8, Platelet DG rel -10, GSK3 alpha inh -1, HSF1 inh 1, HSP90 refold inh 2, GSK3B inh -4 and HSF1 activator 12.
Screening COc1ccc(N(CC(=O)Nc2cccc(C)c2)S(=O)(=O)c2c(C)n[nH]c2C)cc1 returned IEC-6 tox -4, KLF5 inh 3, DYRK1A inh 0, aSyn UTR inh 3, Platelet DG rel -6, GSK3 alpha inh 2, HSF1 inh 2, HSP90 refold inh -2, GSK3B inh 1 and HSF1 activator 13.
For C=CCn1c(SCC(=O)Nc2sc(C)c(C)c2C(=O)OCC)nnc1-c1sc(N)nc1C the results were IEC-6 tox 3, KLF5 inh -14, DYRK1A inh -1, aSyn UTR inh 13, Platelet DG rel 1, GSK3 alpha inh 1, HSF1 inh 4, HSP90 refold inh -5, GSK3B inh 3 and HSF1 activator 20.
For CCOC(=O)N1CCN(C(=O)c2cc(COc3c(F)cccc3F)on2)CC1 the results were IEC-6 tox 5, KLF5 inh -196, DYRK1A inh 3, aSyn UTR inh -151, Platelet DG rel 4, GSK3 alpha inh 2, HSF1 inh 16, HSP90 refold inh 1, GSK3B inh -1 and HSF1 activator 41.
For CC1(C)SC2c3ccccc3C(=O)N2[C@@H]1C(=O)O (some centres undefined) the results were IEC-6 tox -5, KLF5 inh 3, DYRK1A inh 1, aSyn UTR inh 10, Platelet DG rel 4, GSK3 alpha inh -1, HSF1 inh 1, HSP90 refold inh -2, GSK3B inh -2 and HSF1 activator 2.
For COc1ccc(S(=O)(=O)N2CCc3ccccc32)cc1C(=O)Nc1cccnc1 the results were IEC-6 tox 8, KLF5 inh 9, DYRK1A inh 2, aSyn UTR inh 15, Platelet DG rel -2, GSK3 alpha inh 0, HSF1 inh -1, HSP90 refold inh 1, GSK3B inh 0 and HSF1 activator -3.
For C=C(C)Cn1c(NCCC)nc2c1c(=O)n(C)c(=O)n2C the results were IEC-6 tox 8, KLF5 inh 2, DYRK1A inh 4, aSyn UTR inh 11, Platelet DG rel 4, GSK3 alpha inh 2, HSF1 inh -53*, HSP90 refold inh -6, GSK3B inh -2 and HSF1 activator -64.
Screening O=C(c1cccc(C(=O)N2CCc3ccccc32)n1)N1CCc2ccccc21 returned IEC-6 tox -3, KLF5 inh -7, DYRK1A inh 1, aSyn UTR inh 25, Platelet DG rel -1, GSK3 alpha inh 4, HSF1 inh 8, HSP90 refold inh 5, GSK3B inh 2 and HSF1 activator 31.
Screening O=C(Nc1ccccc1N1CCCCC1)c1ccc2nccnc2c1 returned IEC-6 tox -1, KLF5 inh 8, DYRK1A inh 2, aSyn UTR inh -1, Platelet DG rel 6, GSK3 alpha inh 0, HSF1 inh -8, HSP90 refold inh 2, GSK3B inh -4 and HSF1 activator -3.
O=C(Cn1c2ccccc2c(=O)c2cc([N+](=O)[O-])ccc21)Nc1ccccc1Cl was read as IEC-6 tox 1, KLF5 inh -20, DYRK1A inh 0, aSyn UTR inh -9, Platelet DG rel -3, GSK3 alpha inh 4, HSF1 inh 25, HSP90 refold inh 2, GSK3B inh -3 and HSF1 activator 47.
`O=c1c2c(nc3n1CCCCC3)sc1c(O)c(Br)ccc12` gave IEC-6 tox -2, KLF5 inh -129, DYRK1A inh 6, aSyn UTR inh -20, Platelet DG rel -7, GSK3 alpha inh -1, HSF1 inh -42, HSP90 refold inh 23*, GSK3B inh 2 and HSF1 activator -46.
For COC(=O)c1ccc(C)c(NC(=O)CN(c2ccc3c(c2)OCO3)S(C)(=O)=O)c1 the results were IEC-6 tox 0, KLF5 inh -13, DYRK1A inh 1, aSyn UTR inh 17, Platelet DG rel -14, GSK3 alpha inh 1, HSF1 inh 9, HSP90 refold inh -5, GSK3B inh -12 and HSF1 activator 44.
COc1cccc(OCc2nn3c(=O)c(-c4ccccc4)nnc3s2)c1 was read as IEC-6 tox 2, KLF5 inh -12, DYRK1A inh -10, aSyn UTR inh -12, Platelet DG rel 3, GSK3 alpha inh 0, HSF1 inh 0, HSP90 refold inh 5, GSK3B inh -3 and HSF1 activator 1.

The list is partial; count on the stated rates, not on these rows.
